3CLpro inhibitor: SARS-CoV 3CLpro protease inhibition | recombinant SARS-CoV 3CLpro, quenched FRET peptide cleavage | inhibition, % at 6 µM | actives 0.14% (n = 290,000) | P0C6X7; in the data active = inhibition above about 12%
Y pestis TopoI: inhibitors of Yersinia pestis topoisomerase I. Y. pestis Topo-I cleavage product accumulation, plate reader. activity, % at 10 µM. actives 0.064% (n = 360,000); in the data active = activity above about 50%, passing the limit was not always enough; note: inactives centre near 2
BH1578 lux ind: quorum light induction in luxS cqsA deficient V. cholerae. V. cholerae BH1578 lux reporter, luminescence, 6 h. activation, % at 18.7 µM. actives 0.16% (n = 350,000). AID 588436; in the data active = activation mostly above about 9.7%, no sharp cut-off; note: not every result past the cut was called active; inactives centre near 0; reference of the scale not given here
Rv3671c inh: inhibitors of M. tuberculosis serine protease Rv3671c. P9WHR9. inhibition, % at 5.96 µM. actives 0.048% (n = 320,000). AID 2606; in the data active = inhibition above about 38%;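 note: extracellular domain of Rv3671c used as enzyme; 0% = enzyme with DMSO and 100% = no enzyme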
Target sequence (P9WHR9 whole entry, looked up, the tested form may be a part): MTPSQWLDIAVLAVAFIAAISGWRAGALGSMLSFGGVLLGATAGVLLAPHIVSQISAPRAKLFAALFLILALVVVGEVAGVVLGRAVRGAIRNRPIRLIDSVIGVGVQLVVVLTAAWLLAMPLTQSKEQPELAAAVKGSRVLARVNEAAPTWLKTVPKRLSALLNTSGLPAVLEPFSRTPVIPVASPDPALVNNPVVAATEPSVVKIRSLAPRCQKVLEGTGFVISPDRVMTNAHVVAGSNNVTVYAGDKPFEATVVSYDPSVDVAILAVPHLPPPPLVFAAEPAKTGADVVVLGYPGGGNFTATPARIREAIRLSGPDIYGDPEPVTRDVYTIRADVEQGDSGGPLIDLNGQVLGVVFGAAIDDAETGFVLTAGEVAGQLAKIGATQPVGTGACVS
PrPC surface inh: inhibitors of human cell surface prion protein PrPC. TR-FRET read-out. inhibition, % at 13.8 µM. actives 0.43% (n = 370,000). AID 720596; in the data active = inhibition above about 24%; note: 0% = median of the test wells and 100% = reference compound wells
DUSP3 inh: inhibitors of human VHR1 phosphatase (DUSP3); recombinant VHR phosphatase, pNPP absorbance; inhibition, % at 13.3 µM; actives 0.52% (n = 290,000); AID 1654; in the data active = inhibition above about 50%; note: some compounds called inactive have numbers as strong as hits
Target sequence (P51452 whole entry, looked up): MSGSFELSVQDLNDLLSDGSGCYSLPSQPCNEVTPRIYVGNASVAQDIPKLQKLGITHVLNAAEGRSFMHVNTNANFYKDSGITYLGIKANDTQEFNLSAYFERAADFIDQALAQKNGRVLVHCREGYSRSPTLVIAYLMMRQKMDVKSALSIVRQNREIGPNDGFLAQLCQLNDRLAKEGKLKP
PriA SSB inh: inhibitors of Klebsiella pneumoniae PriA binding to SSB C-terminal tail | AlphaScreen SSBct-PriA binding, biotinylated peptide | actives 0.6% (n = 430,000) | AID 1272365 | inhibition, % at 33 µM; in the data active = inhibition mostly above about 37%, no sharp cut-off; inactive = mostly below about 20%;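 note: plate controls were negative control peptide for no effect and reference peptide for full effect; strong numbers were not always called active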
CCHFV vOTU inh: CCHFV vOTU protease inhibition. inhibition, % at 11.5 µM. AID 651958. Pep-AMC fluorescence. actives 0.55% (n = 370,000); in the data active = inhibition above about 30%; note: 0% = vehicle wells with enzyme and 100% = no enzyme wells
MazEF act: increases E. coli MazEF RNase cleavage of RNA; P0AE70; FAM/BHQ RNA-DNA oligo cleavage fluorescence, 5 h; activation, % at 20 µM; actives 0.32% (n = 350,000); AID 504720; in the data active = activation above about 50%
Target sequence (P0AE70 whole entry, looked up): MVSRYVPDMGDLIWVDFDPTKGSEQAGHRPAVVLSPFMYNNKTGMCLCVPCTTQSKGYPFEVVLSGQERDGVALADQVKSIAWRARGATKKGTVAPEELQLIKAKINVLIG
TcdB GH inh: TcdB glycohydrolase inhibition; P18177; TcdB glycohydrolase enzymatic assay, plate reader; inhibition, % at 9.99 µM; actives 0.24% (n = 350,000); in the data active = inhibition above about 10%
* = called active by the depositor; i = inactive; . = not tested or not shown; & = joins results of further samples.

SMILES	3CLpro inhibitor	Y pestis TopoI	BH1578 lux ind	Rv3671c inh	PrPC surface inh	DUSP3 inh	PriA SSB inh	CCHFV vOTU inh	MazEF act	TcdB GH inh
O=C(c1ccccc1)c1c(-c2ccccc2)[nH]n(-c2ccccc2)c(=O)c1=O	.	1	-0.6	6	7	.	4	-1	2	0.3
CC1CCN(CC(=O)Nc2ccc(S(=O)(=O)N3C(C)CCCC3C)cc2)CC1 (stereo unspecified)	3	14	-0.9	4	5	28	-2	-5	4	-0.6
Cc1ccc(C2(C(=O)N3CCC(n4nc(-c5ccccc5)oc4=O)CC3)CC2)cc1	5	33	2.0	1	.	12	-11	.	1	.
COCCNc1nc(SCC(=O)N2CCN(c3ccccc3OC)CC2)nc2ccccc12	-7	25	i	-1	-5	33	0	-2	-5	.
CCCCC(=O)Nc1ccc(C2C(=O)c3ccccc3C2=O)cc1	.	-4	-0.8	-4	-9	.	3	0	3	-0.1
COCCN(C(=O)CSc1nc2ccccc2c(=O)n1CCOC)c1c(N)n(Cc2ccccc2)c(=O)[nH]c1=O	-1	4	-1.4	-4	0	8	-21	-11	-14	-0.1
CCc1c(C)nc2cc(-c3cccs3)[nH]n2c1=O	1	-1	-1.1	.	38*	16	2	9	7	.
O=CNc1ccccc1	.	5	-0.1	-2	-2	.	12	5	6	1.1
O=C(O)C(F)(F)C(NCc1ccccc1)c1ccccc1 (stereo unspecified)	-3	-3	-2.1	2	-2	15	-12	-2	8	1.0
O=C(Cc1cc(=O)[nH][nH]1)N/N=C/c1ccccc1[N+](=O)[O-]	-2	-2	0.7	-79	-11	-9	.	-6	2	0.7
COC(=O)c1ccc(C2N=C(c3cccs3)CC(c3ccccc3O)N2)cc1 (stereo unspecified)	-4	7	-0.1	2	-8	30	4	6	-6	0.2
O=C(NC1CCCCC1)C1CCN(S(=O)(=O)c2cccc3nonc23)CC1	3	6	-0.2	13	1	5	2	-1	4	0.7
COc1cc(NC(=O)c2c(Cl)cnn2C)c(OC)cc1Cl	-1	1	-0.2	-1	-3	18	-9	-3	-2	0.8
Cc1cc(C)n(C(=O)CNC(=O)COc2ccccc2)n1	0	2	4.8	3	2	-7	-11	3	3	.
O=C(Cc1c(F)cccc1Cl)Nc1ccc(S(=O)(=O)N2CCCC2)cc1	2	-1	i	3	3	14	-4	21	-2	0.5
Cc1ccc2c(=O)n3c(nc2c1)C(Cc1ccccc1)NC(=O)c1ccc(Cl)cc1-3 (stereo unspecified)	.	.	.	-9	2	.	.	-5	.	0.9
COC(=O)C1CC(=O)c2ccsc2C1 (stereo unspecified)	-1	-1	-1.5	-16	-4	-11	-5	-15	1	.
Cc1ccc(-c2noc(CN3CCN(Cc4ccccc4)CC3)n2)cc1	2	4	-1.0	8	-1	-8	-18	-5	-9	.
O=C(CSc1ccc(F)cc1)Nc1ccc(N2CCOCC2)cc1	4	3	-0.7	1	6	40	-21	3	-12	2.5
O=C(C1CCN(S(=O)(=O)N2CCOCC2)CC1)N1CCc2ccccc21	0	.	.	-6	3	36	-17	26	0	.
CCOC(=O)C1CCN(C(=O)N(CC)CC)CC1	2	-3	-0.5	2	2	12	4	2	0	-7.4
COCCCNC(=O)CCc1nnc2ccc(N3CCC(C)CC3)nn12	2	0	i	-2	-1	-3	5	-14	2	0.4
S=C(NCCCN1CCOCC1)Nc1ccc(N2CCOCC2)cc1	1	6	-0.2	7	-2	7	-2	5	-14	-11
CCCCC[C@H]1CN(CCCC)C(=O)[C@@H]1CC(=O)NCc1ccccc1	0	34	-1.7	5	4	1	3	17	-3	1.2
COc1ccc(NC(=O)c2sccc2SCC#N)cc1	0	7	i	-7	5	-13	-17	-4	0	.
CC#CC[N+](C)(C)CCCCCCCC	-3	-5	-0.5	3	-6	-8	-6	0	9	0.9
COc1ccccc1C(=O)C1CCCN(C(=O)c2snnc2C)C1 (stereo unspecified)	1	-3	2.1	1	-1	17	7	-13	-2	0.9
O=C(CCS(=O)(=O)c1cccc2nonc12)Nc1cccc2c1CCCC2	5	4	i	-1	-8	21	-19	-7	10	.
O=C(/C=C/c1ccc2c(c1)OCO2)c1ccc(O)cc1O	.	-21	i	.	1	.	-7	2	-16	1.2
COC(=O)c1ccc(/C=C/C(=O)c2ccc(OC)cc2)cc1	3	-4	i	4	0	24	4	-15	-3	.
CC(=O)NCc1ccc(C(=O)CCl)s1	1	1	i	-12	5	6	-11	18	-15	0.1
CCN1C(=O)N[C@H](c2ccc(Br)cc2)C(C(C)=O)=C1C	-2	-1	-0.4	15	5	-7	-3	5	-9	0.5
CC(C)(O[C@@H]1O[C@H](CO)[C@@H](O)[C@H](O)[C@H]1O)[C@H]1Cc2cc3ccc(=O)oc3cc2O1	-8	-5	-4.5	-10	0	12	-9	-150	9	1.1
Cc1c(C(=O)NCc2cccs2)sc(=O)n1Cc1ccc(S(=O)(=O)N(C)C)cc1	.	9	-0.4	.	1	.	.	-5	.	1.6
Cc1ccc(S(=O)(=O)n2cnc3cc([N+](=O)[O-])ccc32)c(C)c1C	0	5	4.8	-5	-10	-6	-1	7	3	.
COc1cc(S(=O)(=O)N(Cc2ccccc2)Cc2ccccn2)ccc1-n1cnnn1	1	5	-0.9	-1	-6	13	6	-13	-2	.
COc1ccc(NC(=O)CCC(=O)OCc2ccc([N+](=O)[O-])cc2)cc1	5	0	0.2	0	-12	-10	-10	-2	2	0.3
COc1cc(OC)cc(C(=O)NC2CCSC2=O)c1 (stereo unspecified)	-9	3	i	3	0	22	-12	-7	3	.
O=C(CC1CCCC1)Nc1cc(C(F)(F)F)ccc1-n1cncn1	.	2	i	-7	6	.	-3	-6	0	1.2
O=C1C(Cl)=C(NC2CCCCC2)C(=O)N1c1ccc(Cl)cc1	0	22	i	-1	6	-14	-7	11	20	.

Record cards, from the list above. Order of values: 3CLpro inhibitor | Y pestis TopoI | BH1578 lux ind | Rv3671c inh | PrPC surface inh | DUSP3 inh | PriA SSB inh | CCHFV vOTU inh | MazEF act | TcdB GH inh
`CCN1C(=O)N[C@H](c2ccc(Br)cc2)C(C(C)=O)=C1C` is entered as -2 | -1 | -0.4 | 15 | 5 | -7 | -3 | 5 | -9 | 0.5
`COc1cc(OC)cc(C(=O)NC2CCSC2=O)c1` (stereo unspecified) is entered as -9 | 3 | i | 3 | 0 | 22 | -12 | -7 | 3 | .

(continued)
SMILES	3CLpro inhibitor	Y pestis TopoI	BH1578 lux ind	Rv3671c inh	PrPC surface inh	DUSP3 inh	PriA SSB inh	CCHFV vOTU inh	MazEF act	TcdB GH inh
Cc1occc1-c1nnc(SCC(=O)NC(=O)NC(C)C)n1N	-3	10	i	-7	6	0	-13	-4	4	.
O=C(CN1C(=O)COc2ccc(S(=O)(=O)N3CCOCC3)cc21)NCc1ccccn1	-2	5	-3.2	1	-2	20	-1	-3	7	2.5
O=C(N/N=C/c1ccccn1)c1cc(-c2ccc3ccccc3c2)n[nH]1	0	2	0.3	-43	-8	51*	.	-5	15	1.5
CSc1nnc(C2CCCN2)n1C (stereo unspecified)	-2	3	5.6	-3	-2	22	-1	-5	0	.
COCCNC(=O)CSc1nc2ccccc2c(=O)n1CCCC(=O)NCc1ccccc1	0	8	-0.1	2	-2	32	1	-4	0	.
NC(=O)C1Cc2ccccc2CN1C(=O)c1cccc(Oc2ccccc2)c1 (stereo unspecified)	4	29	-0.2	7	10	0	-5	3	5	-0.6
CCN1CCN(Cc2nc3c(c(=O)n(C)c(=O)n3C)n2CC(=O)c2ccccc2)CC1	0	0	i	2	-6	7	5	-6	-4	0.6
O=C(CC1SC2=NCCN2C1=O)Nc1ccc(Br)cc1 (stereo unspecified)	2	-5	-1.4	8	-3	22	-4	3	-4	0.3
O=C(O)C(Cc1c[nH]c2ccccc12)NS(=O)(=O)c1ccc(F)cc1 (stereo unspecified)	.	9	i	.	-1	.	.	-5	-8	1.1
CCC(=NCCN1CCOCC1)c1c(O)n(-c2ccccc2C)c(=O)[nH]c1=O	4	2	-0.6	-1	-5	7	-24	-5	-2	.
O=C1c2ccccc2NC(c2ccc(F)cc2)N1Cc1ccccc1 (stereo unspecified)	-1	-1	-0.9	-3	5	15	0	-78	0	2.6
O=C(O)c1ccc(S(=O)(=O)N(Cc2ccc(F)cc2)C2CCCCC2)cc1	6	-6	-0.3	-8	1	-32	-3	12	-1	-2.3
CCC(C)NC(=S)N(CCc1ccccc1)Cc1cc2cc(OC)c(OC)cc2[nH]c1=O (stereo unspecified)	3	0	-0.3	3	3	4	9	-15	0	0.5
CC(C)(C)C1CCc2[nH]nc(C(=O)O)c2C1 (stereo unspecified)	6	2	-1.4	8	-3	17	0	20	-6	.
COc1cc(-c2nc(-c3ccc(NC(=O)c4ccc(Br)o4)cc3)no2)cc(OC)c1OC	1	-5	-0.7	-41	-1	33	-4	1	6	.
O=C(NNC(=O)c1cccc(C(F)(F)F)c1)c1ccc(-n2cnnn2)cc1	.	-3	i	2	-8	.	-11	-12	13	0.4
Cc1c(C(=O)OC2CCCC2C)[nH]c2c1C(=O)CCC2 (stereo unspecified)	1	10	-0.4	-4	9	-1	3	-1	7	0.9
Cc1c(Br)c([N+](=O)[O-])nn1C(C)C(=O)NCc1cccnc1 (stereo unspecified)	-3	6	-0.1	6	-3	14	-24	3	3	.
CSc1ncnc2c1ncn2CCCNCc1cccs1	.	-6	-1.1	.	-8	.	.	12	8	1.2
O=C(Nc1c(Cl)ccc2nsnc12)c1ccc([N+](=O)[O-])o1	5	7	-1.0	-1	-9	10	2	22	9	1.0
CC1C(=O)C(C)C(c2ccco2)NC1c1ccco1 (stereo unspecified)	-2	2	i	4	-3	-1	3	7	-4	.
COc1ccc(NC(=O)CSc2nc(=O)n(CCN(C)C)c3c2CCCC3)cc1OC	.	6	-2.3	8	-2	.	17	1	12	-0.3
CCOC(=O)c1sc(N(Cc2ccccc2)C(=O)COC(=O)c2cnccn2)nc1C	5	17	-0.7	0	3	6	-2	-5	10	1.0
Oc1ccc(-c2csc(-c3cccnc3)n2)cc1O	0	-2	-0.3	5	-11	-11	14	-7	9	-0.5
CC(/C=N/n1c(-c2ccco2)n[nH]c1=S)=C\c1ccccc1	-1	7	-0.3	0	-1	13	.	8	2	.
Cc1ccc(-n2cc(-c3ccccc3)c3c(=O)[nH]cnc32)cc1	0	-8	-0.2	-7	0	-2	-2	3	-9	-0.6
Oc1c(C=Nc2ccccc2)sc(=S)n1Cc1ccccc1	1	-3	-0.4	-34	5	36	-7	14	-27	-1.0
CN(Cc1ccccc1)S(=O)(=O)c1ccc(NC(=S)NC(=O)C(C)(C)C)cc1	-7	12	-1.7	-9	-3	-5	-2	-19	-13	0.5
C[C@H](CO)N1C[C@H](C)[C@@H](CN(C)Cc2ccc(C(=O)O)cc2)Oc2c(NC(=O)C3CC3)cccc2C1=O	.	7	-12	2	8	.	-8	1	6	-1.0&0.1
O=C(COc1ccc2c3c(c(=O)oc2c1)CCCC3)NCCN1CCOCC1	-3	-1	-0.6	-11	.	40	-10	.	-2	-1.4
COCCNc1nc(C)cc(-c2cc(-c3ccc(Cl)cc3)on2)n1	.	4	-0.3	-6	-5	7	2	-4	10	-0.4
O=C(CCl)N1N=C(c2ccco2)CC1c1ccco1 (stereo unspecified)	11	-3	-0.4	2	-3	32	-1	10	15	-0.9
COc1ccc2c(-c3cc4ccc(OCc5ccc(F)cc5)cc4oc3=O)cc(=O)oc2c1	2	3	-0.2	-2	0	3	8	-8	-26	-0.1
O=S(=O)(c1c(F)cccc1F)N1CCN(Cc2c(O)ccc3ccccc23)CC1	.	23	-0.3	-9	-4	.	-5	13	-9	-0.3

No new results follow: an excerpt of the list.
SMILES	3CLpro inhibitor	Y pestis TopoI	BH1578 lux ind	Rv3671c inh	PrPC surface inh	DUSP3 inh	PriA SSB inh	CCHFV vOTU inh	MazEF act	TcdB GH inh
COCCNc1nc(C)cc(-c2cc(-c3ccc(Cl)cc3)on2)n1	.	4	-0.3	-6	-5	7	2	-4	10	-0.4
O=C(CCl)N1N=C(c2ccco2)CC1c1ccco1 (stereo unspecified)	11	-3	-0.4	2	-3	32	-1	10	15	-0.9
COc1ccc2c(-c3cc4ccc(OCc5ccc(F)cc5)cc4oc3=O)cc(=O)oc2c1	2	3	-0.2	-2	0	3	8	-8	-26	-0.1
O=S(=O)(c1c(F)cccc1F)N1CCN(Cc2c(O)ccc3ccccc23)CC1	.	23	-0.3	-9	-4	.	-5	13	-9	-0.3

Compound activity: PubChem BioAssay, several laboratories

This is a subset. The share of hits here may be higher or lower than overall.
